GASC-1 inh – human JMJD2C demethylase inhibition | Q9H3R0 | inhibition, % at 2.35 µM | GST-JMJD2C(1-420) H3K9me3 demethylation, DELFIA europium | actives 0.069% (n = 330,000);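 active = more than half of a compound's replicate wells show inhibition beyond 50%, single wells judged on their own value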;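 also: signal counts dimethyl H3K9 product captured on neutravidin plate; 0% = median of DMSO wells and 100% = 0.3 times that DMSO median; strong numbers were not always called active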
EBNA-1 inhibitor – blocks EBNA-1 binding to DNA; actives 0.34% (n = 300,000); EBNA-1 DNA binding, fluorescence polarization; inhibition, % at 14.8 µM; in the data active = inhibition above about 28%
core dimer inh – blocks dimerization of HCV core protein; inhibition, % at 5 µM; TR-FRET GST/Flag-core106 dimerization, 1536-well; AID 1899; actives 0.33% (n = 300,000);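 active = inhibition above the mean of all tested compounds plus 3 SD, set per screening campaign, cut at about 45% in these data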
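System: GST-tagged and Flag-tagged HCV core protein residues 1-106 / Input: core106 proteins, GST 13.5 nM and Flag 17 nM / Buffer or medium: KF-containing HEPES buffer, pH 7.45, DTT, CHAPS, BSA / Probe or stimulus: Eu-anti-GST and XL665-anti-Flag labelled anti-tag antibodies / Schedule: 4 h, 22.5 °C incubation / Technique: TR-FRET 671 and 617 nm emission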
TPT1 inh – C. albicans TPT1 enzyme inhibition; recombinant caTPT1, FP RNA substrate dephosphorylation; inhibition, % at 5 µM; actives 0.81% (n = 300,000); AID 1962;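 active = inhibition above the mean of all tested compounds plus 3 SD, set per screening campaign, cut at about 24% in these data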;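 also: plate controls were DMSO alone for no effect and ferristatin control at 100 nM for full effect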
PP1 inh – counter-screen for PP5 inhibitors: inhibitors of human PP1-alpha; P62136; purified PP1alpha, OMFP fluorescence; inhibition, % at 6.7 µM; actives 0.9% (n = 320,000); AID 2235;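 active = inhibition above the mean inhibition of all tested compounds plus 3 SD, computed separately for each screening campaign, cut at about 15% in these data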
Target sequence (P62136 whole entry, looked up): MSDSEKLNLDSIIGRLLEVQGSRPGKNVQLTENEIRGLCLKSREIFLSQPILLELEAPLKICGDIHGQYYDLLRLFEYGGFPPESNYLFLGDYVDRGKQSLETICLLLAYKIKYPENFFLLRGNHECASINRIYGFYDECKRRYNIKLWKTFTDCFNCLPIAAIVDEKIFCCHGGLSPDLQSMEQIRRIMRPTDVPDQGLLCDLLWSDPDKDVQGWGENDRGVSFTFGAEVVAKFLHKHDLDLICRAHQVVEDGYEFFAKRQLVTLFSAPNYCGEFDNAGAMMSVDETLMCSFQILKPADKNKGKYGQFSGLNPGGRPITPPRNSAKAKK
CTSL1 counter – blocks F. hepatica cathepsin L1 in PFM18AAP counter-screen; actives 0.49% (n = 300,000); AID 1906; inhibition, % at 5.96 µM; recombinant F. hepatica cathepsin L1, Z-Leu-Arg-MCA fluorescence;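 active = inhibition above the mean of all tested compounds plus 3 SD, set per screening campaign, cut at about 17% in these data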;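 also: 0% = plate median of test compound wells and 100% = 1 µM Z-Phe-Ala-diazomethylketone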
CR mimetic SO – lowers age-related superoxide in aged yeast cells; S. cerevisiae aged cells, superoxide DHE fluorescence; hits give low values; superoxide response (% of plate mean), % at 10 µM; actives 0.18% (n = 330,000);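 active = superoxide response under a set limit, about three screen SD below normal, cut at about 65% in these data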;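 also: yeast aged for seven days with compound at 30 °C before DHE staining; 100% = average MFI of all compound-treated wells on the plate with controls excluded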
PP5 primary – inhibitors of human protein phosphatase 5 (PP5). actives 0.18% (n = 320,000). AID 1987. inhibition, % at 6.7 µM. P53041. purified PP5c, OMFP substrate fluorescence;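 active = inhibition above the campaign's mean inhibition across all tested compounds plus 3 SD, cut at about 9.5% in these data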;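 also: 0% = DMSO only and 100% = 100 µM cantharidin control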
Target sequence (P53041 whole entry, looked up): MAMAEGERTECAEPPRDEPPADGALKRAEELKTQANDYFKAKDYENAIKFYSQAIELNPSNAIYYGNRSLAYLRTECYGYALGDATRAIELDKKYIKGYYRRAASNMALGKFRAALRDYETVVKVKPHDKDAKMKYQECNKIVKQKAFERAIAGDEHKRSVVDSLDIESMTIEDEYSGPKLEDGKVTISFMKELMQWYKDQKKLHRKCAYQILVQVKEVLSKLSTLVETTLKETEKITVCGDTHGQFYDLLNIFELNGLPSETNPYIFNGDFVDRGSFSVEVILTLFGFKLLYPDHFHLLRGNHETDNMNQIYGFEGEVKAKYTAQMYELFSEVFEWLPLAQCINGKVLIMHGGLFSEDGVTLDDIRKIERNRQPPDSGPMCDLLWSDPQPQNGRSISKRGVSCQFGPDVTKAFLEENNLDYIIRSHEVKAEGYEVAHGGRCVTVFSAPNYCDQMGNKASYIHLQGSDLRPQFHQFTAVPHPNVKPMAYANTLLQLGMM
ZTA counter – ZTA (EBV) inhibition in EBNA-1 counter-screen. actives 0.15% (n = 320,000). P03206. inhibition, % at 11 µM. ZTA-DNA binding, fluorescence polarization; in the data active = inhibition above about 33%
Target sequence (P03206 whole entry, looked up): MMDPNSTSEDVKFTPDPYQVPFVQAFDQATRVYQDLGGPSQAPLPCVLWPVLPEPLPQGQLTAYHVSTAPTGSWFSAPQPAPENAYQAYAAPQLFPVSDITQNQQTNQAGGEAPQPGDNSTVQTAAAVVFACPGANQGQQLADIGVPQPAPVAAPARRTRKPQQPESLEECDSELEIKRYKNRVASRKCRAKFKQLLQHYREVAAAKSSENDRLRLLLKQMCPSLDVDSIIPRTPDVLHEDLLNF
* = called active by the depositor.

Results for Cc1ccc(CC(=O)NCc2ccc(Cl)cc2)cc1 ?
GASC-1 inh: 14.0; EBNA-1 inhibitor: 4.2; core dimer inh: 2.7; TPT1 inh: -2.4; PP1 inh: -3.2; CTSL1 counter: 4.0; CR mimetic SO: 87.5; PP5 primary: 1.1; ZTA counter: -2.2

What do the screens show for `O=C(CN1C(=O)c2ccccc2C1=O)Nc1ccccc1C(=O)NC1CCCCC1`?
GASC-1 inh: -0.4; EBNA-1 inhibitor: -2.9; core dimer inh: -5.9; TPT1 inh: 1.1; PP1 inh: -0.9; CTSL1 counter: 3.6; CR mimetic SO: 122.0; PP5 primary: 0.8; ZTA counter: 0.8

What do the screens show for `COCCNC(=O)CSc1nnc2c(Cl)cc(Cl)cn12`?
GASC-1 inh: -37.1; EBNA-1 inhibitor: 0.0; core dimer inh: 1.0; TPT1 inh: 5.0; PP1 inh: 1.4; CTSL1 counter: -0.7; CR mimetic SO: 112.3; PP5 primary: 3.0; ZTA counter: -2.3

Results for Cn1c2c(c(=O)n(C)c1=O)C(c1cc3c(cc1Br)OCO3)CC(=O)N2 (configuration not stated) ?
GASC-1 inh: 20.1; EBNA-1 inhibitor: 0.8; core dimer inh: -1.4; TPT1 inh: -0.3; PP1 inh: -2.3; CTSL1 counter: -0.2; CR mimetic SO: 96.3; PP5 primary: 0.5; ZTA counter: -2.6

How did O=C(NN1C(=O)C2C3CCC(O3)C2C1=O)c1ccc(Br)o1 (configuration not stated) do in these assays?
GASC-1 inh: 7.2; EBNA-1 inhibitor: 9.2; core dimer inh: -4.4; TPT1 inh: -4.2; PP1 inh: -0.7; CTSL1 counter: -5.9; CR mimetic SO: 105.8; PP5 primary: 5.3; ZTA counter: -13.5

Results for Cc1ccc(NC(=O)CN(C)CC(=O)Nc2ccc(N3CCOCC3)cc2)c(C)c1 ?
GASC-1 inh: -24.5; EBNA-1 inhibitor: -6.4; core dimer inh: -5.7; TPT1 inh: 5.5; PP1 inh: 0.4; CTSL1 counter: 0.8; CR mimetic SO: 86.1; PP5 primary: 1.9; ZTA counter: 2.2

What do the screens show for `Cc1cccc(OCC(=O)Nc2cc(S(=O)(=O)N3CCOCC3)ccc2N2CCCC2)c1C`?
GASC-1 inh: -1.5; EBNA-1 inhibitor: 1.4; core dimer inh: -2.7; TPT1 inh: 0.9; PP1 inh: -3.8; CTSL1 counter: 6.3; CR mimetic SO: 109.2; PP5 primary: 2.1; ZTA counter: -12.0

How did Cc1nc(N2CCOCC2)nc(N2CCCC2)c1[N+](=O)[O-] do in these assays?
GASC-1 inh: 8.3; EBNA-1 inhibitor: 7.5; core dimer inh: -8.3; TPT1 inh: -0.6; PP1 inh: 4.0; CTSL1 counter: -1.4; CR mimetic SO: 122.9; PP5 primary: 0.5; ZTA counter: -2.5

Results for CCC1CCCCN1C(=O)CCc1nnc(C2CCCCC2)o1 (configuration not stated) ?
GASC-1 inh: -0.1; EBNA-1 inhibitor: 10.0; core dimer inh: 1.5; TPT1 inh: -0.1; PP1 inh: -4.8; CTSL1 counter: 2.7; CR mimetic SO: 82.4; PP5 primary: 1.7; ZTA counter: 9.5

Results for Cc1ccc(C)c(NC2=C(Cl)C(=O)OC2OC(=O)c2ccco2)c1 (configuration not stated) ?
GASC-1 inh: 16.5; EBNA-1 inhibitor: 1.1; core dimer inh: -3.3; TPT1 inh: 3.2; PP1 inh: -1.6; CTSL1 counter: 9.6; CR mimetic SO: 88.2; PP5 primary: 4.1; ZTA counter: -9.9

What do the screens show for `COCc1cc(C)nc(N2CCNCC2)c1C#N`?
GASC-1 inh: 1.3; EBNA-1 inhibitor: -1.2; core dimer inh: 2.8; TPT1 inh: -1.8; PP1 inh: -2.0; CTSL1 counter: -1.6; CR mimetic SO: 111.6; PP5 primary: -1.2; ZTA counter: -8.7

What do the screens show for `Cc1ccc(-n2nnnc2Sc2ccc(S(=O)(=O)NCCN(C)C)cc2[N+](=O)[O-])cc1`?
GASC-1 inh: -7.5; EBNA-1 inhibitor: 10.9; core dimer inh: 1.1; TPT1 inh: -0.4; PP1 inh: -0.7; CTSL1 counter: -1.9; CR mimetic SO: 109.5; PP5 primary: -3.5; ZTA counter: 4.8

What do the screens show for `O=S(=O)(NNC(=S)Nc1ccc(S(=O)(=O)Nc2ncccn2)cc1)c1ccc(Br)cc1`?
GASC-1 inh: -5.8; EBNA-1 inhibitor: 9.9; core dimer inh: 9.6; TPT1 inh: -1.5; PP1 inh: -3.2; CTSL1 counter: 0.7; CR mimetic SO: 98.2; PP5 primary: 1.5; ZTA counter: 4.7

What do the screens show for `O=C(O)CCCCCN1C(=O)C2CCCCC2C1=O` (configuration not stated)?
GASC-1 inh: 3.8; EBNA-1 inhibitor: -1.5; core dimer inh: 0.3; TPT1 inh: -0.8; PP1 inh: -3.4; CTSL1 counter: -2.8; CR mimetic SO: 100.9; PP5 primary: -0.2; ZTA counter: 1.3

How did Cc1cc(=O)[nH]c(-c2cccs2)n1 do in these assays?
GASC-1 inh: -0.3; EBNA-1 inhibitor: 0.4; core dimer inh: -11.5; TPT1 inh: 0.0; PP1 inh: 5.6; CTSL1 counter: -3.4; CR mimetic SO: 105.7; PP5 primary: 3.6; ZTA counter: -23.3

Results for CS(=O)(=O)c1ccc2nc(NC(=O)c3cccs3)sc2c1 ?
EBNA-1 inhibitor: 6.0; core dimer inh: 4.2; TPT1 inh: -0.5; PP1 inh: 8.7; CTSL1 counter: 5.5; CR mimetic SO: 97.2; PP5 primary: -1.2; ZTA counter: 5.1

Results for CCNC(=O)CC1SC(=Nc2cccc(Cl)c2C)N(C)C1=O (configuration not stated) ?
GASC-1 inh: 0.2; EBNA-1 inhibitor: -9.2; core dimer inh: 0.7; TPT1 inh: -2.5; PP1 inh: 5.3; CTSL1 counter: -0.6; CR mimetic SO: 111.0; PP5 primary: -2.9; ZTA counter: -9.2

How did CCC(=O)Nc1c(S(=O)(=O)c2ccccc2)c2nc3ccccc3nc2n1Cc1ccccc1 do in these assays?
GASC-1 inh: -11.8; EBNA-1 inhibitor: -7.3; core dimer inh: 3.2; TPT1 inh: -1.0; PP1 inh: 3.7; CTSL1 counter: 5.0; CR mimetic SO: 95.7; PP5 primary: 3.7; ZTA counter: -4.9

Results for COc1ccc(NC(=O)CN(C)C(=O)CN2C(=O)C3CCCCC3C2=O)cc1 (configuration not stated) ?
GASC-1 inh: -1.2; EBNA-1 inhibitor: -4.5; core dimer inh: -2.2; TPT1 inh: -0.1; PP1 inh: -3.9; CTSL1 counter: 4.0; CR mimetic SO: 101.1; PP5 primary: -1.3; ZTA counter: 13.4

Results for C/C(=N\NC(=O)c1cc(-c2cccc([N+](=O)[O-])c2)n[nH]1)c1ccccc1O ?
GASC-1 inh: 12.9; EBNA-1 inhibitor: 2.2; core dimer inh: 19.8; TPT1 inh: 0.9; PP1 inh: 12.3; CTSL1 counter: -2.2; CR mimetic SO: 96.1; PP5 primary: 1.1; ZTA counter: 9.7

Overlap with the part before: 2 compounds, followed by the next part.
Results for COc1ccc(NC(=O)CN(C)C(=O)CN2C(=O)C3CCCCC3C2=O)cc1 (configuration not stated) ?
GASC-1 inh: -1.2; EBNA-1 inhibitor: -4.5; core dimer inh: -2.2; TPT1 inh: -0.1; PP1 inh: -3.9; CTSL1 counter: 4.0; CR mimetic SO: 101.1; PP5 primary: -1.3; ZTA counter: 13.4

Results for C/C(=N\NC(=O)c1cc(-c2cccc([N+](=O)[O-])c2)n[nH]1)c1ccccc1O ?
GASC-1 inh: 12.9; EBNA-1 inhibitor: 2.2; core dimer inh: 19.8; TPT1 inh: 0.9; PP1 inh: 12.3; CTSL1 counter: -2.2; CR mimetic SO: 96.1; PP5 primary: 1.1; ZTA counter: 9.7

What do the screens show for `Cc1ccc2c(c1C)OC(=O)CC2(C)C`?
GASC-1 inh: 4.4; EBNA-1 inhibitor: -2.0; core dimer inh: -3.6; TPT1 inh: -2.7; PP1 inh: -1.8; CTSL1 counter: -2.6; CR mimetic SO: 99.3; PP5 primary: 0.1; ZTA counter: 14.6

What do the screens show for `Cc1ccccc1NC(=O)Cn1cc(C(=O)C2CC2)c2ccccc21`?
GASC-1 inh: -9.9; EBNA-1 inhibitor: -3.9; core dimer inh: -1.6; TPT1 inh: 1.5; PP1 inh: 1.8; CTSL1 counter: -4.7; CR mimetic SO: 123.3; PP5 primary: 1.4; ZTA counter: -22.1

What do the screens show for `CCCCn1c(N)c(N(CC(C)C)C(=O)c2ccc(N3C(=O)c4ccccc4C3=O)cc2)c(=O)[nH]c1=O`?
GASC-1 inh: -17.3; EBNA-1 inhibitor: -0.9; core dimer inh: 0.6; TPT1 inh: -3.1; PP1 inh: 4.5; CTSL1 counter: 2.3; CR mimetic SO: 117.7; PP5 primary: -2.5; ZTA counter: -11.0

Results for COc1c(O)c(O)c2oc(-c3ccccc3)cc(=O)c2c1OC ?
GASC-1 inh: -0.2; EBNA-1 inhibitor: -4.0; core dimer inh: -4.5; TPT1 inh: -1.1; PP1 inh: 1.2; CTSL1 counter: -2.0; CR mimetic SO: 83.1; PP5 primary: 3.3; ZTA counter: -6.2

How did CCCN(CCC)C1=CC(=[N+]2CCCC2)CC(C)(C)C1 do in these assays?
GASC-1 inh: -2.8; EBNA-1 inhibitor: -7.2; core dimer inh: -2.5; TPT1 inh: 1.6; PP1 inh: -1.3; CTSL1 counter: 3.3; CR mimetic SO: 110.7; PP5 primary: -0.7; ZTA counter: 10.1

How did CCC(CC)C(=O)N1N=C(c2ccc(NS(C)(=O)=O)cc2)CC1c1ccccc1 (configuration not stated) do in these assays?
GASC-1 inh: -3.8; EBNA-1 inhibitor: 1.8; core dimer inh: 9.8; TPT1 inh: -3.9; PP1 inh: 1.7; CTSL1 counter: 8.9; CR mimetic SO: 124.1; PP5 primary: 0.8; ZTA counter: 9.5

Results for Cc1cc(C)n2cc(CSc3nnc(-c4ccccc4)o3)nc2n1 ?
GASC-1 inh: -2.2; EBNA-1 inhibitor: 6.4; core dimer inh: -1.1; TPT1 inh: 2.5; PP1 inh: 0.2; CTSL1 counter: -3.8; CR mimetic SO: 100.7; PP5 primary: -2.4; ZTA counter: 5.8

How did Cc1c(O)ccc2c(CN3CCN(Cc4ccccc4)CC3)cc(=O)oc12 do in these assays?
GASC-1 inh: 2.9; EBNA-1 inhibitor: 7.6; core dimer inh: 12.8; TPT1 inh: 0.8; PP1 inh: -4.3; CTSL1 counter: -9.1; CR mimetic SO: 101.9; PP5 primary: -0.6; ZTA counter: 4.1

Results for O=C(COC(=O)Cc1ccccc1[N+](=O)[O-])NC1CCCC1 ?
GASC-1 inh: -2.9; EBNA-1 inhibitor: -10.8; core dimer inh: -4.0; TPT1 inh: -1.9; PP1 inh: -4.6; CTSL1 counter: 2.6; CR mimetic SO: 107.3; PP5 primary: 0.0; ZTA counter: 6.4

How did Clc1ccc(-c2csc(N3CCN(c4ccccc4)CC3)n2)cc1 do in these assays?
GASC-1 inh: -5.9; EBNA-1 inhibitor: -6.1; core dimer inh: -6.8; TPT1 inh: 0.2; PP1 inh: -1.0; CTSL1 counter: -1.0; CR mimetic SO: 104.9; PP5 primary: 2.4; ZTA counter: -29.9

How did Cc1ccc2cc3c(NC(=O)C4CCCO4)nn(CC(C)C)c3nc2c1 (configuration not stated) do in these assays?
GASC-1 inh: 2.8; EBNA-1 inhibitor: -2.0; core dimer inh: -2.7; TPT1 inh: 0.8; PP1 inh: 1.0; CTSL1 counter: 0.8; CR mimetic SO: 101.3; PP5 primary: -0.5; ZTA counter: -3.4

Assay outcomes as filed in PubChem BioAssay.
